High-throughput results deposited in PubChem by National Center for Advancing Translational Sciences (NCATS).
DT40 TDP1 no CPT – qHTS for Inhibitors of human tyrosyl-DNA phosphodiesterase 1 (TDP1): qHTS in cells in absence of CPT | DT40 Tdp1-/- hTDP1 cells, no CPT, ATP luminescence, 48 h | AID 686978, 2013 | Potency, µM (top dose mostly 46.2 µM), for the others: top-dose activity change, negative = growth inhibition, most hits filed as inhibitors | actives 15% (n = 420,000); active means well fitted inhibition curve with a large enough effect; inconclusive means small, poorly fitted or top-dose-only effect; further: nearly all actives have a fitted effect of over 55% in size
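A cellular qHTS used chicken DT40 cells lacking endogenous Tdp1 but carrying stably transfected human TDP1. Compounds were applied without camptothecin, and cell growth kinetics were judged by ATP-dependent luminescence after ≥48 hr.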
* hit, by the source's call; ? = inconclusive. On the % scale 0 is the no-effect control and ±100 the full control effect; potency means the concentration at half of the fitted maximal effect.

SMILES	DT40 TDP1 no CPT
COc1ccc(CC2(c3ccccc3)NC(=O)NC2=O)cc1 (configuration not stated)	?
Oc1ccc2ccccc2c1/C=C/c1ccc2c(Br)cc(Br)c(O)c2n1	5.2µM*
CC12CCC(CC1O)C2C(=O)O (configuration not stated)	-4%
CC(=O)OC(C)C1C2=C(C(=O)CC1(C)O)C(=O)c1c(ccc(-c3ccc4c(c3O)C(=O)C3=C(C4=O)C(C(C)OC(C)=O)C(C)(O)CC3=O)c1O)C2=O (configuration not stated)	1.5µM*
COc1cc(Nc2ccn3nccc3n2)cc(OC)c1OC	-28%
COC(=O)C1=CN(c2ccc(OC)cc2)C(N)=C(C#N)C1c1ccc(OC)cc1 (configuration not stated)	?
COc1cccc(-c2cc(NC(C)=O)c3ncc(-c4cccc(C(C)=O)c4)n3c2)c1	23µM*
CCCCCCN1C[C@@H](n2cc(C3CC3)nn2)[C@H](O)C[C@@H]1c1ccc(OC)cc1	15µM*
NC1=NC[C@@H](Cc2ccc(O)cc2)N1CCC12CC3CC(CC(C3)C1)C2	21µM*
CCOC(=O)[C@]12Cc3c(cc(OC)c(OC)c3OC)[C@H]1N(C1CCCCC1)C(=O)c1cc(OC)ccc12	9.2µM*
CC(Oc1ccc(F)cc1)C(=O)Nc1cccc(S(=O)(=O)N(C)c2ccccc2)c1 (configuration not stated)	16µM*
CC(C)(C)S(=O)(=O)N1Cc2cc(CO)cc(CCO)c2[C@H]1CCO	-7%
C[C@@H]1CN([C@@H](C)CO)C(=O)CCCn2nncc2CO[C@H]1CN(C)S(=O)(=O)c1cn(C)cn1	11%
CC(C)CSc1nnc(-c2ccccc2)c(-c2ccccc2)n1	?
O=C1CC(c2ccccc2)C(=O)N2C(=O)CC(c3ccccc3)C(=O)N12 (configuration not stated)	-3%
CC1CCC(CC(=O)O)(C(=O)O)CC1 (configuration not stated)	-12%
COc1ccc(NC(=O)Nc2nc(C(N)C3CCCCC3)cs2)cc1 (configuration not stated)	?
CC(C)C[C@@H](CN1CCCC1CN1C(=S)NC[C@@H]1Cc1ccccc1)N1C[C@H](Cc2ccccc2)N(CC2CCCCCC2)C1=S (some centres not stated)	?
CC(=O)c1cccc(-c2ccnc3c2CC(C(=O)Nc2ccc(C(C)C)cc2)O3)c1 (configuration not stated)	10µM*
CC(=NNC(=O)c1ccncc1)c1ccc(Cl)c(Cl)c1	-28%
O=C(O)CC1(C(=O)O)CC2C=CC1C2 (configuration not stated)	-1%
C=C1CCN([C@@H](CC(C)C)C(=O)NCc2ccco2)S(=O)(=O)c2ccccc21	?
CN(C)c1cccc2c(S(=O)(=O)NC(=O)[C@H]3O[C@@H](n4cnc5c(N)ncnc54)[C@H](O)[C@@H]3O)cccc12	11%
FC(F)(F)c1cnc(NNC(=S)Nc2ccccc2)c(Cl)c1	?
COc1ccc(-c2nnc(N)s2)cc1OC	-10%

Structures listed so far that contain sulfur, in the order listed:
SMILES	DT40 TDP1 no CPT
CC(Oc1ccc(F)cc1)C(=O)Nc1cccc(S(=O)(=O)N(C)c2ccccc2)c1 (configuration not stated)	16µM*
CC(C)(C)S(=O)(=O)N1Cc2cc(CO)cc(CCO)c2[C@H]1CCO	-7%
C[C@@H]1CN([C@@H](C)CO)C(=O)CCCn2nncc2CO[C@H]1CN(C)S(=O)(=O)c1cn(C)cn1	11%
CC(C)CSc1nnc(-c2ccccc2)c(-c2ccccc2)n1	?
COc1ccc(NC(=O)Nc2nc(C(N)C3CCCCC3)cs2)cc1 (configuration not stated)	?
CC(C)C[C@@H](CN1CCCC1CN1C(=S)NC[C@@H]1Cc1ccccc1)N1C[C@H](Cc2ccccc2)N(CC2CCCCCC2)C1=S (some centres not stated)	?
C=C1CCN([C@@H](CC(C)C)C(=O)NCc2ccco2)S(=O)(=O)c2ccccc21	?
CN(C)c1cccc2c(S(=O)(=O)NC(=O)[C@H]3O[C@@H](n4cnc5c(N)ncnc54)[C@H](O)[C@@H]3O)cccc12	11%
FC(F)(F)c1cnc(NNC(=S)Nc2ccccc2)c(Cl)c1	?
COc1ccc(-c2nnc(N)s2)cc1OC	-10%

More entries follow:
SMILES	DT40 TDP1 no CPT
NCCCNC(=S)NCCCN(Cc1ccc(Cl)cc1)c1ccc(Br)cn1	?
O=C(NCc1ccccc1)c1ccc(NC(=O)C2CCCCC2)cc1	-27%
Cc1ccc(NC(=O)c2cc(C(=O)Nc3ccc(C)cc3)n(C)n2)cc1	1%
COc1ccc(CN(C)CCCn2ccc(N)nc2=O)cc1OC	3%
Cc1ccc(S(=O)(=O)NCC(=O)OCc2csc(CC(=O)Nc3ccccc3C)n2)cc1C	?
O=C(O)/C(=C\c1ccc2ccccc2c1)c1cccc2ccccc12	-13%
Cc1ccc(OCc2nnc(SCC(=O)O)n2-c2ccccc2)cc1	5%
CCCNC(=O)C1CC(=O)N(c2ccc(OCc3ccccc3)cc2)C1 (configuration not stated)	-22%
CCCCN(C(=O)CC1CCCC1)c1c(N)n(Cc2ccccc2)c(=O)[nH]c1=O	-15%
Cc1ccc(NC(=O)C(C)N2CCCc3ccccc32)cc1S(=O)(=O)N1CCOCC1 (configuration not stated)	6.5µM*
Cc1ccc(-c2nc(NCCCN(C)C)c3ccccc3n2)cc1	?
CC1(C(=O)NS(=O)(=O)C2CC2)CCN(C(=O)c2cccc(OC(F)(F)F)c2)C1 (configuration not stated)	?
Cc1c(C(=O)NCCc2ccccn2)cnn1-c1nccc(-c2cccs2)n1	-17%
COC(=O)[C@H]1C[C@@]2(O)CN(S(=O)(=O)c3ccc(C)cc3)C[C@@]2(OC(=O)NCc2ccco2)C[C@H]1C(=O)OC	-22%
CC1(C(=O)Nc2ccccc2)CCN1C(=O)C1(c2ccccc2)CC1 (configuration not stated)	-24%
O=C(OCc1ccccc1)N1CCCC2CC1c1ccccc12 (configuration not stated)	?
Cc1nc2cc(Cc3ccccc3)ccc2o1	-18%
C#CCOCCOCCOCCNc1nc(N2CCOCC2)nc(N2CCN(C(=O)[C@H](C)n3cc(CCC(=O)O)nn3)CC2)n1	-2%
O=C(NCc1cccs1)c1ccc(-c2ccc(F)c(F)c2)c2ccoc12	10µM*
CC(C)=CCCC(C)c1cc(C(=O)NCCc2ccc(O)cc2)c(N)s1 (configuration not stated)	?
CCNC(=O)C1(C)CCN(Cc2noc(-c3c(C)noc3C)n2)C1 (configuration not stated)	-13%
CCC(C)C(NC(=O)C(Cc1ccc(O)cc1)NC(=O)OCc1ccccc1)C(=O)OC (configuration not stated)	?
Cc1coc2c(C)c3oc(=O)cc(-c4ccccc4)c3cc12	-21%
Cc1ccc(F)cc1CNC(=O)c1sc2ncnc(NCC3CCCO3)c2c1C (configuration not stated)	-26%
O=C1CC(N2CCN(c3ccccc3F)CC2)C(=O)N1c1ccc(F)cc1 (configuration not stated)	1%

(listing goes on)
SMILES	DT40 TDP1 no CPT
C=CC[n+]1ccnc2ccccc21	?
CCc1ccc(N(CC(=O)N2CCCC2)S(C)(=O)=O)cc1	?
Cn1nnnc1NN=Cc1ccccc1	11%
COc1cc2c(cc1OC(C)=O)CCCCC2=O	-28%
CCN1CCCC1CNC(=O)c1ccc2c(c1)NC(=O)/C(=C\c1ccccc1F)S2 (configuration not stated)	?
CC1(C(=O)Nc2ccc(Cl)cc2)Cc2c(-c3ccc(C(N)=O)cc3)ccnc2O1 (configuration not stated)	?
CCC/C=C/c1ccc(CN2C(CC(C)C)C(=O)N(Cc3cn(Cc4ccco4)nn3)CCS2(=O)=O)cc1 (configuration not stated)	?
CCCCn1nnnc1C(C1CC1)N1CCN(C/C=C/c2ccccc2)CC1 (configuration not stated)	16µM*
CCN(CC)C(=O)c1csc([C@H]2C[C@H](O)[C@@H](CO)O2)n1	13%
Cc1cc2c(c(-c3ccc4nc(C)ccc4c3)c1)OC(CNC(=O)Cc1ccn(C)c1)C2 (configuration not stated)	?
Cc1ccc(C2CC(=O)n3nc(-c4ccc(F)cc4)nc3S2)cc1 (configuration not stated)	?
COc1cc2c(Cc3ccccc3)cncc2cc1O	?
COc1ccc(C(=O)OCC(=O)Nc2ncc([N+](=O)[O-])s2)cc1OC	1%
COc1ccccc1NC(=O)Nc1nc(C(N)Cc2ccccc2)cs1 (configuration not stated)	18µM*
Cc1ncc2c(c1CNC(=O)/C=C/c1cccs1)CCN(C(=O)c1noc3c1CCCC3)C2	-4%
CC(C)(C)C(c1nc2ccccc2[nH]1)n1c(-c2cc(Cl)cc(Cl)c2)nc2ccccc21 (configuration not stated)	16µM*
Cc1cc2ccccc2c[n+]1C1CCCCC1	0.71µM*
CCCCNC(=O)C1(C)CCCCN1C(=O)c1cc(C)n(C(C)(C)C)n1 (configuration not stated)	?
CCCCCCCCCCCCCC(=O)OCC(COP(=O)([O-])OCC[N+](C)(C)C)OC(=O)CCCCCCCCCCCCC (configuration not stated)	0%
O=S(=O)(NCCc1ccc(F)cc1)c1cc(C(F)(F)F)ccc1Br	-18%
CN(C)c1ccc(/C=C/c2cc3ccccc3cn2)cc1	0.45µM*
Cc1ccc(S(=O)(=O)CS(=O)(=O)c2ccc(C)cc2)cc1	-20%
COc1ccc(N2CC(C(=O)Nc3nnc(SCC(=O)NCC4CCCO4)s3)CC2=O)cc1 (configuration not stated)	-27%
O=C(O)C1=C[C@H](c2ccc(C(F)(F)F)cc2)C[C@H](OCCCCO)O1	5%
COc1ccc(CCC(=O)N2c3ccccc3N=C(c3ccc4c(c3)OCO4)C2C(=O)NCc2ccccc2)cc1 (configuration not stated)	?

3 structures from above, sorted by length of the SMILES, smallest number first.
SMILES	DT40 TDP1 no CPT
COc1cc2c(Cc3ccccc3)cncc2cc1O	?
Cc1ccc(S(=O)(=O)CS(=O)(=O)c2ccc(C)cc2)cc1	-20%
CC1(C(=O)Nc2ccc(Cl)cc2)Cc2c(-c3ccc(C(N)=O)cc3)ccnc2O1 (configuration not stated)	?

Next part:
SMILES	DT40 TDP1 no CPT
O=C(CBr)c1ccc(Oc2ccc(C(=O)C[n+]3cccc(Br)c3)cc2)cc1	16µM*
Cc1ccnc(NC(=O)c2cccc(NC(=O)c3ccc(Cl)cc3)c2)c1	21µM*
Cc1ccccc1C1(CC(=O)N2CC3CC4CC(C3)CC2C4)CC(=O)N(Cc2cccnc2)C1=O (configuration not stated)	?
Cc1ccc(S(=O)(=O)N2C[C@H]3C(=O)C[C@@H](c4ccc(Cl)cc4)N(S(=O)(=O)c4ccccc4C)[C@H]3C[C@H]2c2ccccc2)cc1	?
CNc1ncnc2c1ncn2[C@H]1CN(Cc2ccc3c(c2)OCO3)C[C@@H](CO)O1	?
CCc1nnc(NC(=O)c2ccccc2NC(=O)C2CCN(C(=O)c3ccco3)CC2)s1	11µM*
CC1(C)NC(=O)C(CCc2ccccc2)NC1=O (configuration not stated)	1%
COCC(=O)Nc1cc(C(=O)N2CCOc3ccccc3C2)cc2nc(-c3cccnc3)n(C)c12	-9%
CC(=O)Nc1ccc(-c2ccnc3c2CC(C(=O)Nc2ccc(C(C)C)cc2)O3)cc1 (configuration not stated)	?
NC(=O)C1C2C=CC(C2)C1c1ccccc1 (configuration not stated)	-11%
COc1ccc(/C=C2\SC(=S)N(CCC(=O)N3CCOCC3)C2=O)cc1OC	-6%
COc1ccc(NC(=O)CSc2nc(-c3ccccc3)nc3c2Cc2c(CO)cnc(C)c2O3)cc1Cl	5%
O=c1[nH]nc(Sc2ccccc2)c(=S)[nH]1	-28%
COc1cccc(N2CCN(C(=O)CCn3nc(C)c(S(=O)(=O)N4CCCC4)c3C)CC2)c1	15µM*
CCOC(=O)C1=CCN(S(=O)(=O)c2ccc(C)cc2)C1c1ccc(Cl)c(Cl)c1 (configuration not stated)	?
CCOC(=O)C1(C(=O)OCC)NC(=O)CC1C (configuration not stated)	-3%
O=C(Nc1ccc2c(c1)OCO2)c1ccc2c(c1)S(=O)(=O)c1ccccc1C2=O	-13%
CC(C)C[C@@H](COCc1cccc(C(F)(F)F)c1)N1CCN(C(=O)c2ccc(C(F)(F)F)cc2)CCC1=O	?
COc1cccc(CNC(=O)[C@@H]2CCCN2C(=O)[C@@H]2CCCN2C(=O)c2cccc3ccccc23)c1	?
c1ccc(CSc2ncnc3c2ncn3C2CCCCO2)cc1 (configuration not stated)	?
Cc1ccc(C(NC(=O)C2CCN(CCOc3ccc(Cl)cc3Cl)CC2)c2ccccn2)cc1 (configuration not stated)	?
Cc1cc(NC(=O)Nc2ccc(Cl)c(Cl)c2)no1	?
COc1ccc2c(c1)-c1nc(-n3ncc(C(=O)NC(C)(C)CO)c3C3CC3)ncc1CC2	?
Cn1c(=O)c2cc(NC(=S)NC3CC3)ccc2n1Cc1ccc(F)cc1	-12%
COC(=O)c1cc(=O)nc(NN=Cc2ccco2)s1	16%

(listing goes on)
SMILES	DT40 TDP1 no CPT
O=C1NC[C@@H](CCCCN2CCN(CCc3ccccc3)C(=O)C2=O)N(CC2CCCCC2)C1=O	-3%
COc1ccc(CCN2C(=O)CCC3=C2CCCC3=O)cc1OC	-20%
CCOC(=O)N(C)c1c(CC)nc2c(OCc3ccc(F)cc3)cccn12	?
CCc1nc2nc(C)cc(C)n2c1Nc1ccc(OC)cc1	18µM*
Cc1cccc(Nc2nnc(-c3ccc(C)c(S(=O)(=O)N4CCN(C)CC4)c3)c3ccccc23)c1	?
COc1ccccc1NC(=O)Nc1nc(C(N)Cc2ccc(C(F)(F)F)cc2)cs1 (configuration not stated)	15µM*
COc1cccc(CCC2C(=O)CCCC2=O)c1	-9%
CCCCCC(=O)N1C[C@@H](O)[C@H](n2cc(C3CC3)nn2)C[C@@H]1c1ccccc1	16µM*
CC1(Oc2ccccc2-c2ccno2)CCN(Cc2csc3ccccc23)C1 (configuration not stated)	?
Cc1cc(NC(=O)NC(=O)c2ccccc2NC(=O)CN(C)C)ccc1Oc1ncc(Br)cn1	4.1µM*
O=C(C[C@H]1CC[C@@H]2[C@H](COC[C@@H](O)CN2C(=O)C2CC2)O1)NCc1ccccc1Cl	5%

An excerpt; the hit share may differ from the screen's.
